TbMetRS inhib: T. brucei MetRS inhibitors, primary screen, biochemical, luminescence; inhibition, % at 11.9 µM; purified T. brucei MetRS, ATP depletion, Kinase-Glo luminescence; methionyl-tRNA synthetase (Trypanosoma brucei brucei); hit rate 0.4% among 360,000;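 active = inhibition above a per-plate cutoff of the control wells' mean inhibition plus 3 SD, cut at about 5.5% in these data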;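 note: 0% = DMSO wells median and 100% = median of wells with control inhibitor compound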
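assay system = parasite MetRS enzyme | timing = 15 min preincubation, 2 h reaction, all 25 °C | evaluation = percent inhibition relative to median high and low control wells | medium = HEPES buffer containing pyrophosphatase, BSA, spermine, DTT | compound = single dose, 11.9 µM final nominal, 0.9% final DMSO | detection = Kinase-Glo luminescence, ATP depletion format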
STEP block: STEP phosphatase inhibitors, primary screen, biochemical, fluorescence intensity, uHTS | inhibition, % at 20 µM | recombinant STEP, OMFP fluorogenic substrate | hit rate 0.25% among 360,000 | Tyrosine-protein phosphatase non-receptor type 5 (Homo sapiens), P54829;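 active = inhibition at 20 µM, scaled per plate between control wells, above about 37%, limit read from the data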;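 note: 0% = DMSO with enzyme and substrate and 100% = substrate only without enzyme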
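Material: STEP (striatal-enriched tyrosine phosphatase) enzyme, cell-free; Compound dosing: 20 µM single dose in 1% DMSO; Technique: fluorescence read at 480 nm ex / 540 nm em; Times: reaction 20 min, ambient temperature; Medium: 50 mM Bis-Tris pH 6.0 with 2.5 mM DTT and 0.005% Tween 20; Also added: OMFP at 25 µM.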
NadD inh: inhibitors of S. aureus NadD, primary screen, biochemical, colorimetric, uHTS. purified NadD enzyme, colorimetric absorbance read-out. inhibition, % at 20 µM. hit rate 0.78% among 360,000; in the data active = inhibition above about 26%; note: some compounds past the cut are filed as inactive
Rpn11 block: Rpn11 (PSMD14) deubiquitinase inhibitors, primary screen, biochemical, fluorescence polarization, uHTS; 26S proteasome non-ATPase regulatory subunit 14 (Homo sapiens), O00487; human 26S proteasome, Ub4-pepOG fluorescence polarization; 20S core pre-blocked with epoxomicin; calls only at 20 µM; hit rate 0.59% among 360,000;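 active = inhibition at 20 µM, scaled to each plate's controls, above about 33%, limit read from the data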
MLLE-PAM2 inh: inhibitors of PABP1 MLLE–PAM2 peptide binding, primary screen, biochemical, fluorescence polarization, FITC-PAM2, GST-MLLE; Polyadenylate-binding protein 1 (Homo sapiens), P11940; inhibition, % at 20 µM; hit rate 0.36% among 360,000; in the data active = inhibition above about 35%, passing the limit was not always enough;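 note: plate controls were DMSO wells with GST-MLLE for no effect and wells lacking GST-MLLE protein for full effect; some results filed as inactive read as strong as hits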
Target sequence (P11940 whole entry, looked up): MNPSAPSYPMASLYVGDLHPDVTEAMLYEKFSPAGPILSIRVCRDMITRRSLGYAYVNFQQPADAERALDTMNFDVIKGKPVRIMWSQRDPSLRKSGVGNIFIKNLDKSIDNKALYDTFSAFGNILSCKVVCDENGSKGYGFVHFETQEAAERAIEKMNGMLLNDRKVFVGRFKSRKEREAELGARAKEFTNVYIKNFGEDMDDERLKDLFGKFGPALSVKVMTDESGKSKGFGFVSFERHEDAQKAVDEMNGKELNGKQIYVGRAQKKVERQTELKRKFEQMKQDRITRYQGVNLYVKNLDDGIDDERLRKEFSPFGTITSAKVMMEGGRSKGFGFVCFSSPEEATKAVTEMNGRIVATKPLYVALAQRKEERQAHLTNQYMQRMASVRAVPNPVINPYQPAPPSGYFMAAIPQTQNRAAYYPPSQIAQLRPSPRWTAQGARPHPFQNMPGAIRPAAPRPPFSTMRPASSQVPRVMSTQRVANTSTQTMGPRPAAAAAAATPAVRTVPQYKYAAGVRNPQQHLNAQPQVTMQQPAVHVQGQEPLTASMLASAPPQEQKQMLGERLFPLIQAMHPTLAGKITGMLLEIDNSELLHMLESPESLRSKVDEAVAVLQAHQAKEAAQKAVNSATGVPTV
LMPTP block: LMPTP phosphatase inhibitors, primary screen, biochemical, fluorescence intensity, uHTS. inhibition, % at 20 µM. hit rate 0.22% among 360,000. recombinant LMPTP-A, OMFP fluorogenic substrate;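 active = compounds that cut the enzyme signal by at least half of the control window in the single-dose screen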;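 note: plate controls were DMSO wells with enzyme plus substrate for no effect and substrate without enzyme for full effect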
Target sequence (P24666 whole entry, looked up): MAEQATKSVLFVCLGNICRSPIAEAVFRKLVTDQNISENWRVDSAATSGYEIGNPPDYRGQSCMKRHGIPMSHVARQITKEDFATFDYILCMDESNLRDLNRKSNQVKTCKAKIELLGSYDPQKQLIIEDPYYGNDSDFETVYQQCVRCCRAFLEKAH
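Assay system: LMPTP-A, protein tyrosine phosphatase of low molecular weight / Medium: pH 6.0 Bis-Tris buffer with DTT and Triton X-100 / Schedule: 50 min enzyme reaction at room temperature, protected from light / Measured by: endpoint fluorescence intensity from OMFP dephosphorylation / Read-out basis: % inhibition relative to no-enzyme and uninhibited control wells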
SUMO1 PPI mod: modulators of SUMO1 protein-protein interactions, primary screen, biochemical, uHTS | hit rate 0.33% among 360,000 | SUMO1 binding to a labelled peptide, TR-FRET, 1 h | inhibition, % at 20 µM | AID 602429, 2012; in the data active = inhibition above about 37%
Scp-1 inhibitor: Scp-1 phosphatase inhibitors, primary screen, biochemical, colorimetric, uHTS; inhibition, % at 20 µM; AID 493091, 2011; Recombinant Scp1, phosphopeptide, malachite green phosphate absorbance; Carboxy-terminal domain RNA polymerase II polypeptide A small phosphatase 1 (Homo …; hit rate 0.88% among 340,000;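 active = inhibition above about 50% at 20 µM, limit read from the data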;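 note: plate controls were DMSO wells with enzyme for no effect and wells lacking enzyme for full effect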
Target sequence (Q9GZU7 76-261 limits assumed): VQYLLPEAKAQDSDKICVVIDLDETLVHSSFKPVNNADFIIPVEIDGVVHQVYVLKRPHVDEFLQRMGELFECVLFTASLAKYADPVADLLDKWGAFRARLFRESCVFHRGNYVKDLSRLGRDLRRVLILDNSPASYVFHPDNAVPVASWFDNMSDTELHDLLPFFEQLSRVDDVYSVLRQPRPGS
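Test system: SCP-1 phosphatase catalytic domain, residues 76-261; measured by: colorimetric phosphate reagent with accelerator and stabiliser, absorbance at 630 nm; timing: enzyme reaction 45 min at room temperature, colour 5 min, stabilisation 30 min; also added: Phosphorylated 17-residue peptide substrate; compound dosing: one concentration, 20 µM, with 1.0% DMSO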
CSN inh: inhibitors of CSN-mediated cullin deneddylation, primary screen, biochemical, fluorescence polarization, uHTS; inhibition, % at 12.5 µM; Purified CSN, SCF-Nedd8-OG deneddylation; hit rate 0.38% among 360,000; AID 651999, 2013;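 active = pattern-corrected inhibition above about 35%, with an unprinted fluorescence ratio check between 0.5 and 1.5, limit read from the data, passing the limit was not always enough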;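 note: 0% = enzyme with substrate and 100% = substrate without enzyme; some results filed as inactive read as strong as hits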
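Schedule: reaction 90 min, room temperature / Assay system: HEK293T-derived human Csn5 enzyme / Input: Csn5 at 0.24 nM final / Measure: inhibition of Csn5 cleavage, % / Control set: substrate-only high control, full reaction low control / Technique: fluorescence polarization of the substrate / Buffer or medium: Tris/NaCl/DTT buffer, pH 7.5 / Reagent: SCFSkp2-Nedd8OG substrate at 10 nM final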
DNMT1 block: human DNMT1 methyltransferase inhibitors, primary screen, biochemical, molecular beacon, fluorescence, HinP1I cleavage, uHTS; DNA (cytosine-5)-methyltransferase 1 (Homo sapiens), P26358; inhibition (reported as % activation of signal), % at 10 µM; hit rate 0.83% among 360,000; AID 588458, 2011; in the data active = inhibition above about 50%
The depositor's hits bear a star; i = inactive; x = not tested or not shown; + = active, no number.

nr	compound	TbMetRS inhib	STEP block	NadD inh	Rpn11 block	MLLE-PAM2 inh	LMPTP block	SUMO1 PPI mod	Scp-1 inhibitor	CSN inh	DNMT1 block
1	CC[C@@]12C(=O)N(c3ccc(C)cc3)C(=O)N1[C@H](c1ccc(OC)cc1)[C@@H]1C(=O)N(C(C)(C)C)C(=O)[C@@H]12	-0.3	-2	0	i	5	-1.3	-1	-17	-3	2
2	COc1ccc(NC(=O)C2CCCN2S(=O)(=O)c2ccc3c(c2)C(C)(C)C(=O)N3C)cc1 (stereo not drawn)	0.1	0	0	i	6	0.3	2	x	-8	-1
3	CC(C)(C)SCCNC(=O)c1ccc(CN2CCc3ccccc3C2)cc1	0.2	-2	2	i	1	-1.0	7	-9	4	-4
4	COc1cc(-c2ccc(=O)[nH]n2)ccc1OC(F)F	-1.6	0	-1	i	5	0.6	-11	6	-1	1
5	O=C(O)c1cccc2c1Oc1ccccc1S2(=O)=O	0.2	0	3	i	-6	-2.6	-2	-3	0	16
6	O=C(CCCn1c(SCc2cc(=O)n3cc(Cl)ccc3n2)nc2ccccc2c1=O)NCC1CCCO1 (stereo not drawn)	-0.3	1	2	i	2	-1.5	-33	-2	-4	1
7	CCC(c1nnnn1-c1ccc2c(c1)OCCO2)N1CCN(CC)CC1 (stereo not drawn)	-0.3	x	0	x	x	0.1	2	x	0	x
8	N#C/C(=C/Nc1ccccc1C(=O)O)C(N)=O	-1.0	0	-8	i	4	-1.6	8	3	4	1
9	N#Cc1nc(COc2ccc(Cl)cc2Cl)oc1N1CCN(c2ccccc2)CC1	-0.4	-3	0	i	11	2.0	-1	-3	-4	-7
10	CCC1CN(C(=O)N2CCC(C(=O)Nc3ccccc3F)CC2)c2ccccc2O1 (stereo not drawn)	-0.8	-1	-1	i	0	-0.8	0	-1	6	1
11	COCC1CCN(C(=O)C2CCC(=O)N(CC3CCCCC3)C2)CC1 (stereo not drawn)	-0.1	-1	5	i	11	-2.7	3	-5	4	-2
12	COC(CNC(=O)c1ccc2c(c1)nc(C)n2-c1ccc(F)c(F)c1)OC	-0.6	0	3	i	11	-1.6	1	-3	1	-3
13	Cc1cc(C)c2c(CC(=O)O)coc2c1	-0.4	-3	0	i	5	1.6	-1	2	4	2
14	CCOc1ccc(-c2c(C(=O)N/N=C/c3cccs3)nnn2-c2nonc2N)cc1	-0.3	2	4	i	1	1.4	-2	19	0	1
15	CCc1cccc(NC(=O)CCCN2C(=O)C(c3ccccc3)Oc3cccnc32)c1 (stereo not drawn)	-0.4	-1	-5	i	-6	1.9	0	-5	2	1
16	COc1ccc(N=Nc2cnc(C)nc2-c2ccccc2)cc1	-1.1	-1	1	i	0	3.3	-19	-9	0	-6
17	CCOC(=O)c1cc2c3ccccc3n(CC)c2nc1N	0.2	0	-1	i	2	2.0	-3	11	5	-9
18	O=C(C[C@@H]1C/C=C\C[C@H](NC(=O)OCC2c3ccccc3-c3ccccc32)C(=O)OC[C@@H]2CCCN2C1=O)NCCO	0.5	21	-1	i	-3	33	6	20	2	8
19	C=CCN1C(=S)N[C@@H]2CS(=O)(=O)C[C@@H]21	0.8	1	8	i	2	-0.9	-1	3	-1	-3
20	CCCCCNC(=O)N[C@H](C(=O)O)C(C)C	-0.2	-2	5	i	0	-2.6	1	-8	2	-1
21	Cc1nn(Cc2c(Cl)cccc2Cl)c(Cl)c1/C=C/C(=O)OCC(=O)NCC(F)(F)F	0.2	0	-7	i	-5	-0.3	-1	-4	4	38
22	O=C(NC1CCCC1)C(c1ccco1)N(C(=O)c1ccco1)c1ccccc1 (stereo not drawn)	-0.4	-1	-5	i	-14	0.1	1	2	0	1
23	CCOc1ccc2nc(NS(=O)(=O)c3ccc4c(c3)n(C)c(=O)n4C)sc2c1	0.9	2	7	i	-5	-0.6	14	-2	0	3
24	Cc1nc2cc3nc(C)sc3cc2s1	-0.5	-1	4	i	28	0.0	0	5	5	-2
25	Cn1nc(Cc2cccc3ccccc23)c(C#N)c1N	0.1	-3	-2	i	-3	-0.5	6	-8	-1	4
26	COc1ccc(Cl)cc1NC(=O)CSc1sc2c(O)cc(=O)[nH]c2c1C#N	0.6	11	3	i	-17	22	1	41	6	12
27	Cc1ccccc1OCCn1cc(C=O)c2ccccc21	0.2	-1	-1	i	7	1.6	3	-10	-2	-3
28	COc1ccc(N2C(=O)CC2(C#N)c2ccc(OCc3ccccc3)cc2)cc1 (stereo not drawn)	-0.4	-3	-1	i	12	-1.5	2	24	-1	5
29	COc1ccc(-c2cc(CNC(=O)CN3CCN(C)CC3)on2)cc1	-0.6	4	-2	i	1	-1.1	-1	-10	-1	1
30	Cc1ccc(S(=O)(=O)N2CCN(c3ccc(C(=O)N4CCOCC4)cc3[N+](=O)[O-])CC2)cc1	-0.2	-2	4	i	6	-0.8	-23	-4	0	0

The last 3 compounds of the part above lead into the next:
nr	compound	TbMetRS inhib	STEP block	NadD inh	Rpn11 block	MLLE-PAM2 inh	LMPTP block	SUMO1 PPI mod	Scp-1 inhibitor	CSN inh	DNMT1 block
28	COc1ccc(N2C(=O)CC2(C#N)c2ccc(OCc3ccccc3)cc2)cc1 (stereo not drawn)	-0.4	-3	-1	i	12	-1.5	2	24	-1	5
29	COc1ccc(-c2cc(CNC(=O)CN3CCN(C)CC3)on2)cc1	-0.6	4	-2	i	1	-1.1	-1	-10	-1	1
30	Cc1ccc(S(=O)(=O)N2CCN(c3ccc(C(=O)N4CCOCC4)cc3[N+](=O)[O-])CC2)cc1	-0.2	-2	4	i	6	-0.8	-23	-4	0	0
31	O=c1c2ccccc2c(C=NCc2ccccn2)c(O)n1-c1ccccc1	-0.3	-2	1	+	-13	0.2	-24	3	9	-6
32	CCN(CC)S(=O)(=O)c1ccc(Cl)c(NC(=O)c2ccncc2)c1	-0.7	2	-3	i	6	-1.4	-1	-3	10	3
33	COc1cc(OC)cc(N2C(=O)CC(N3CCC(C(=O)N4CCCCC4)CC3)C2=O)c1 (stereo not drawn)	-0.4	6	3	i	7	1.5	3	29	1	17
34	COc1ccc(-c2nc(=S)c3c([nH]2)Oc2ccc(C)cc2C3)cc1O	-1.3	2	30*	i	8	-0.2	6	-1	-1	-21
35	COc1ccc(C(=O)Nc2ccccc2C(=O)N2CCOCC2)cc1OC	0.1	0	0	i	8	0.2	3	-1	5	1
36	CCCc1cc(CN(C)C(=O)c2ccc(OC3CCN(C(C)=O)CC3)c(OC)c2)[nH]n1	0.5	-1	3	i	-3	-0.6	-5	x	-1	-1
37	Cn1c(CC(=O)Nc2ccccc2)n[nH]c1=S	0.2	4	-3	i	-8	-2.5	0	-7	1	3
38	O=C1CN(C(=O)C2CCCC2)CCN1	0.7	2	7	i	7	-1.9	-3	-7	-1	0
39	Cc1occc1C(=O)Nc1c(F)c(F)c(F)c(F)c1F	0.2	-1	3	i	-6	0.9	3	-5	2	0
40	Cc1ccccc1-n1c(C)cc(/C=C2\NC(=O)NC2=O)c1C	-1.5	-6	3	i	9	0.1	-10	-10	3	-18
41	Cc1cc(O)cc(O)c1C(=O)Cc1cnn(-c2ccccc2)c1	-0.1	-6	4	i	10	-0.4	3	-4	3	-9
42	Cc1ccccc1C(=O)N1CCC(C(=O)Nc2ccc(C)c(S(=O)(=O)N3CCCCC3)c2)CC1	-0.5	-1	-2	i	-9	1.3	3	-5	0	-5
43	CN(C)C(=O)COC(=O)c1cccnc1Nc1ccccc1F	0.3	-2	-1	i	1	-1.3	-2	-10	-8	-2
44	CC(C)(C)NC(=O)C[C@H]1C[C@H](C(=O)N2CCCCC2)[C@@]2(C)c3[nH]c4ccc(Cl)cc4c3CCN2C1=O	-1.8	0	1	i	4	1.2	0	4	4	4
45	C=CCn1c(CCNC(=O)c2ccc(Cl)c(Cl)c2)nnc1SCCOc1ccc(OC)cc1	1.3	-5	4	i	-15	0.7	0	7	1	1
46	O=C(NCc1nnc(SCC(=O)N2CCCCC2)o1)c1c(F)cccc1Cl	0.1	-2	2	i	-3	-1.8	1	-8	-1	1
47	O=C(Nc1nnc(/N=C/c2ccco2)s1)c1ccc(F)cc1	-1.4	1	2	i	-18	0.0	13	2	2	5

Screening data as filed in PubChem.

Compounds as they come; 3.6% or so of the library scored in one or more.
